KLF5 inhibitor: inhibitors of KLF5 expression | DLD-1 KLF5 promoter-luciferase reporter, luminescence | inhibition, % at 5 µM | hit rate 0.23% among 290,000;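 active means inhibition above a per-plate limit of that plate's mean compound inhibition plus 3 SD, cut at about 60% in these data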;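 further: 0% = DMSO wells and 100% = LY294002 at 200 µM; higher means less KLF5 promoter-driven luciferase light; inactives centre near -14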
HSP90 inh: inhibitors of HSP90 luciferase refolding in rabbit reticulocyte lysate. hit rate 0.91% among 290,000. inhibition, % at 5.6 µM. luciferase refolding luminescence, 3 h. AID 1789;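 active means inhibition above the screen-wide mean plus 3 SD, computed separately per campaign, cut at about 16% in these data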;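 further: 0% = DMSO wells and 100% = 60 µM geldanamycin wells; inhibitors lower the luminescence because luciferase stays unfolded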
SKKanGAS inh: blocks kanamycin growth of S. pyogenes SKKanGAS strain. hit rate 1.3% among 300,000. inhibition, % at 7.5 µM. BacTiter-Glo, 6 h;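 active means mean replicate score, as percent of positive control median, at least 50; inconclusive means mean below 50 but one replicate at or above 50; inactive means mean and every replicate below 50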;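 further: strain carries kanamycin resistance gene driven by streptokinase promoter and grows in 40 µg/ml kanamycin; loss of luminescence reflects streptokinase promoter inhibition or plain growth inhibition; 0% = median of DMSO wells and 100% = positive control at its reference dose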
HSF1 inhib: HSF1 inhibition; NIH3T3-HGL HSE-luciferase, MG132-induced, luminescence 8 h; stronger effect = lower value; activity change, negative = inhibition, % at 7.5 µM (by protocol); hit rate 0.77% among 300,000; AID 2098;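 active means more than half of replicate wells show activity change below -50%, luminescence cut by over half; inconclusive means some wells, but at most half, below -50%; inactive means no replicate well below -50%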;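 further: luciferase reports HSF-1 transcriptional activity via heat shock element; 0% = median of DMSO wells and -100% = zero luminescence signal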
IEC-6 tox: kills IEC-6 intestinal cells in KLF5 counter-screen. hit rate 0.78% among 290,000. IEC-6 cytotoxicity, luminescence viability. inhibition, % at 5 µM; in the data active means inhibition above about 22%;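 further: 0% = plate median of test compound wells and 100% = cytotoxic reference compound wells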
HSF-1 act: increases HSF-1 driven luciferase reporter signal. NIH3T3-HGL HSF-1 luciferase reporter, MG132, 8 h; 100% = twice DMSO control signal. activation, % at 9 µM. hit rate 1.7% among 300,000;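 active means mean replicate activation of at least 50% with a set share of replicates each reaching 50%; inconclusive means only one of those two conditions met; inactive means mean below 50% and too few replicates reaching it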;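 further: 0% = median of the neutral control wells and 100% = twice that signal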
HIF activator: HIF pathway transcriptional activation; activation, % at 7.5 µM (by protocol); hit rate 0.32% among 300,000; U2OS HRE-luciferase reporter, luminescence; normalized: DMSO 0%, desferrioxamine 100%;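 active means mean activation of at least 10% of the iron chelator positive control signal, with at least half of replicates also reaching 10%; inconclusive means mean and replicate majority disagree about reaching 10%; inactive means mean and most replicates under 10%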
Platelet DG rel: modulates dense granule release in human platelets. human platelet-rich plasma, SFLLRN dense granule ATP release, luminescence. AID 1663. hit rate 0.22% among 300,000. inhibition, %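 (compounds screened at 7.5 µM in platelet-rich plasma)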;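 active means mean replicate score, as percent of positive control, at or above 50; inconclusive means mean below 50 but at least one replicate at or above 50; inactive means mean and every replicate below 50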
aSyn 5UTR inh: MLPCN primary screen, SNCA 5' untranslated region. alpha-synuclein 5'UTR reporter, inhibitor activity. inhibition, % (tested at 7.5 µM). hit rate 0.82% among 300,000; in the data active means inhibition above about 60%; inconclusive means no clear call, values can overlap the other calls;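 further: H4 neuroglioblastoma cells stably carrying SNCA 5'UTR luciferase fusion; 0% = DMSO wells and 100% = positive control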
AI-2 QS mod: modulators of Vibrio harveyi AI-2 quorum sensing system; hit rate 0.4% among 300,000; activity change, % at 7.5 µM; Vibrio harveyi JMH597 AI-2 luminescence/OD600 ratio, 9 h; stronger effect = lower value; strain lacks LuxN and CqsS sensors; 0 = neutral-control median; in the data active means activity change below about -75%, passing the limit was not always enough; inconclusive means no clear call, values can overlap the other calls;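 further: luminescence divided by OD600 gain over 9 h not by final OD600 alone; inactives centre near 13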
* hit, by the source's call; ? = inconclusive; . = not tested or not shown.

molecule	KLF5 inhibitor	HSP90 inh	SKKanGAS inh	HSF1 inhib	IEC-6 tox	HSF-1 act	HIF activator	Platelet DG rel	aSyn 5UTR inh	AI-2 QS mod
Cc1ccc(S(=O)(=O)N2CCCN(C(=O)OC(C)(C)C)CC2)cc1	-28	-4	5	-1	0	13	0.2	4	-16	13
COc1ccc(N/C=C(\C#N)c2nc3ccccc3n2C)c(OC)c1	-19	3	23	-13	9	5	1.0	-1	-57	42
CC1=CC(C)C(C(=O)O)C(C(=O)O)C1 (configuration not stated)	4	-2	-8	1	-1	2	0.1	-2	9	4
COc1ccc(-c2nc(CSCC(=O)NCCCN3CCCC3=O)c(C)o2)cc1OC	-1	-2	-1	1	1	-24	0.0	-5	5	12
CC(=O)N1CCN(c2nc(N)c(C#N)c(CC#N)c2C#N)CC1	-32	2	-18	-20	2	-42	1.0	0	-8	29
CC(C)(C)NC(=O)COC(=O)CCC(=O)c1ccc(F)cc1	-5	4	5	-6	6	-3	0.2	0	-1	20
COc1ccc(Nc2ncccc2C(=O)Nc2ccccc2)cc1	-5	2	7	3	8	-16	0.2	1	18	-4
O=C(CN1c2ccccc2Sc2ccccc21)N/N=C/c1ccc([N+](=O)[O-])cc1	2	3	15	-1	-7	1	-0.7	-7	-4	5
C=CCn1c(C)cc(C2=NNC(=Nc3ccc(C)cc3)SC2)c1C	3	2	3	-1	-5	-4	0.1	10	-4	25
COC(=O)c1c(-c2cccnc2)csc1NC(=O)c1ccc2c(c1)OCO2	-138	3	27	-5	6	-5	3.4	?	-76	-9
NS(=O)(=O)c1ccc(NC(=O)COc2ncnc3sccc23)cc1	-7	-1	16	6	-6	19	-0.6	-3	15	-19
COC(=O)c1ccc(/C=N/NC(=O)C(=O)NCc2ccccc2)cc1	-3	-6	21	4	3	-5	0.0	0	28	27
COc1cc(CNc2ccccc2)c([N+](=O)[O-])cc1OC	-41	6	-10	6	2	-5	-0.3	5	4	31
CCOc1ccc(NC(=O)[C@@H](NC(=O)c2ccccc2Br)C(C)C)cc1	-24	4	1	3	1	-9	-0.9	1	1	0
COC(=O)C(O)(CC(=O)Nc1cc(Cl)ccc1Cl)C(F)(F)F (configuration not stated)	-19	-3	0	-5	-4	-6	0.0	1	5	19
COc1ccc(Cl)cc1NC(=O)NCc1ccccn1	-31	0	-3	8	2	-1	-0.1	29	4	6
Cc1nc2cc(NC(=O)Nc3ccccc3Cl)ccc2n1C	-17	32*	8	-7	3	16	-3.7	?	31	3
O=C1c2ccccc2C(=O)C1c1ccc(O)cc1	-64	0	-18	39	2	72*	1.9	5	-87	2
Cc1ccc(N2CC(C(=O)Nc3cccnc3)CC2=O)cc1 (configuration not stated)	-25	-3	0	4	-5	-5	-0.2	-29	1	26
CCCCN1CCNC[C@@H]1Cc1ccccc1	.	.	-1	0	.	-8	-0.9	-2	14	21
COc1ccc(-c2cc(C)no2)cc1S(=O)(=O)Nc1ccccc1	-1	-1	1	3	21	9	2.0	-4	-47	15
COc1ccc(C(=O)Nc2ccc(S(=O)(=O)N3CCOCC3)cc2)cc1	.	.	1	-4	.	2	0.0	3	-9	16
CC(=O)Nc1ccc(OCC(O)CN2CCN(c3cccc(Cl)c3)CC2)cc1 (configuration not stated)	-14	1	-6	-7	1	-2	-0.7	3	16	32
O=C(c1ccc(CNS(=O)(=O)c2cccc(Cl)c2)cc1)N1CCCCC1	-8	0	6	0	0	-3	0.0	-16	4	9
CC(C)OCP(=O)(c1ccccc1)c1ccccc1	-4	0	-8	1	-4	-1	-0.1	-14	8	9
O=C(Nc1ccc(N2CCCCC2)c(Cl)c1)c1cccnc1	-40	0	-3	9	5	24	-2.7	.	-313	16
Cc1noc(-c2ccccc2OC(=O)c2ccccc2)n1	7	-3	1	1	2	-10	-0.1	7	4	6
O=C(CNC(=O)c1cccc(F)c1)N/N=C/c1cccc([N+](=O)[O-])c1	-2	1	2	0	-7	2	-0.3	-6	24	4
CCN(CC)CCNC(=O)Cn1c(C)cc2ccccc2c1=O	-16	2	-3	6	1	-6	-0.2	-1	5	2
Cc1nc2ccccc2n1CCC(=O)Nc1cccc(F)c1	-20	-3	-15	.	0	.	.	.	.	-1
CC1CCN(c2nc3c(c(=O)[nH]c(=O)n3C)n2CCSc2nc3ccccc3o2)CC1	-41	0	5	-3	-4	-1	-0.3	3	6	0
Cc1onc(-c2ccc(Cl)cc2)c1-c1ccnc(SCC(=O)Nc2cc(Cl)cc(Cl)c2)n1	-4	-2	11	3	3	8	-0.2	1	-5	22
CCOC(=O)Cn1nc(-c2ccccc2)c2cnc3ccc(C)cc3c21	-3	-1	-3	-7	2	-9	-0.1	2	18	25
CCS(=O)(=O)Nc1cc2c3c(c1)CCC(=O)N3CCC2	-9	3	1	-3	7	-15	-0.3	4	-11	8
O=C(C[n+]1ccccc1)Nc1ccccc1	.	.	1	-31	.	-35	-0.5	-5	0	8
COc1ccc2c(c1)c1nc3ccccc3nc1n2CCCN1C(=O)c2ccccc2C1=O	-3	3	-1	-2	0	-15	-0.4	9	32	26
COc1ccc(/C=N/NC(=O)c2nc(-c3ccccc3)cc(-c3ccccc3)n2)cc1OC	-5	-2	46	-16	-2	-18	0.3	1	-59	15
CC1CCCCC1Nc1nc2ccc(Cl)cc2n2cnnc12 (configuration not stated)	18	0	0	-13	7	-2	-1.3	-5	43	16
Clc1cccc(CSc2ccc(-c3ccco3)nn2)c1	-22	1	7	16	-1	14	2.1	0	-84	-4
CCCN(CCC)CCCNC(=O)c1cn(CC)c2ccc(S(=O)(=O)N3CCOCC3)cc2c1=O	1	-1	5	-5	-3	1	-0.9	-12	-6	23
COc1ccc(CC(C)CC(=O)NCCc2ccc(OC)c(OC)c2)cc1 (configuration not stated)	-21	1	2	4	-3	-15	-0.7	.	12	7
O=C(Cn1nc([N+](=O)[O-])nc1Br)NC1CCCCC1	2	1	-3	-6	1	-18	0.0	0	-7	8
O=C(Cn1cncn1)N/N=C/c1ccccc1Cl	-34	0	3	-9	3	-14	0.4	-1	16	23
COc1ccc2c(CC(=O)N[C@@H](Cc3c[nH]c4ccccc34)C(=O)O)cc(=O)oc2c1	-11	0	1	5	-8	-5	-11	-2	12	9
C=CCNC(=O)C1=NN(c2c(F)c(F)cc(F)c2F)C(=O)CC1	-16	-1	6	1	0	-7	-19	-4	-6	25
CCOc1cccc2sc(=NC(=O)c3ccc(S(=O)(=O)N4CCOCC4)cc3)n(C)c12	-22	2	-9	-3	0	-9	0.3	-1	38	.
CCN1CCN(CC(=O)Nc2ccc(C(C)=O)cc2)CC1	-13	-3	-5	7	-4	36	-29	-12	17	2
O=C(O)c1cccc2[nH]c(C(F)(F)F)nc12	-33	-5	-4	-3	-4	-15	0.2	13	-15	27
Cn1nnnc1SCC(=O)Nc1ccccc1C(=O)NCc1ccccc1	-43	-1	-1	4	-8	11	-0.5	0	16	9
CC[n+]1c(C)n(-c2ccccc2)c2ccc(C(=O)OC)cc21	-5	-2	-7	1	-3	1	0.4	0	-2	15
COC(=O)C(CCCCNC(=O)OCc1ccccc1)NC(=O)CN (configuration not stated)	-3	2	1	-1	3	14	-0.3	-4	9	22
O=C(CCCC(=O)Nc1cccnc1)Nc1cccnc1	-9	0	-12	-10	-6	4	0.0	0	-1	4
CC(=O)N1N=C(c2ccc(NS(C)(=O)=O)cc2)CC1c1ccc2nccnc2c1 (configuration not stated)	-10	-3	-3	-2	0	8	-1.8	9	3	40
Cc1ccc(NC(=O)C2CCN(C(=O)NC3CCCCC3)CC2)c(C)c1	-17	0	0	2	-1	12	0.5	13	32	-6
C/C(=N\NC(=O)C1CC1)c1ccc(OC(F)F)cc1	-32	2	-1	-1	2	3	-0.4	-6	-2	-1
COc1cc(CNn2cn[nH]c2=S)ccc1OCC(=O)NC(C)(C)C	-8	-1	3	-4	-7	13	0.2	8	5	.
COc1ccc(CN2CCNC(=O)C2CC(=O)N(C)CCc2cnn(C)c2)c(F)c1 (configuration not stated)	-6	7	-1	0	5	-10	-0.4	-2	-15	8
COCCn1cnc2c1c(=O)n(CC#N)c(=O)n2Cc1ccccc1	-25	8	8	-6	8	21	-0.3	2	5	8
Cc1ccc(C(=O)N2CCSCC2)cc1	-10	17*	2	-3	0	-1	-0.1	3	3	14
O=C(CC1CCCCC1)NCc1ccc(Cl)cc1	-64	0	0	17	2	29	-3.2	-6	-69	-27

Remaining list, next part
molecule	KLF5 inhibitor	HSP90 inh	SKKanGAS inh	HSF1 inhib	IEC-6 tox	HSF-1 act	HIF activator	Platelet DG rel	aSyn 5UTR inh	AI-2 QS mod
NC(=O)c1cnn(-c2cc(Oc3ccccc3)ncn2)c1N	-26	1	-8	4	0	34	0.6	3	-66	-6
CCCn1c(SCC(=O)Nc2cc(S(=O)(=O)N(C)C)ccc2OC)n[nH]c1=O	-31	-2	-8	-1	3	-7	0.2	-8	-22	14
CC1CC1C(=O)OCC(=O)NCc1ccc(Cl)cc1Cl (configuration not stated)	-15	-3	-3	-40	-4	-54	0.2	-6	8	5
CCOC(=O)c1cn(-c2ccccc2CO)c2c(F)c(F)c(F)cc2c1=O	-4	-2	-3	-4	3	-15	-0.8	0	-21	14
CCN(Cc1ccccc1)c1ccc(/C=N/N2CCOCC2)cc1	-16	-4	.	4	-2	7	0.3	13	-42	5
Cc1ccccc1OCCCC(=O)Nc1nccs1	-1	5	3	8	4	23	0.7	3	27	11
c1ccc(N2CCN(c3ncnc4scc(-c5cccs5)c34)CC2)cc1	-35	3	.	4	3	0	-0.5	8	9	.
O=C(Nc1ccc2c(c1)OCO2)c1cc2ncc(Br)cn2n1	-24	2	5	-1	-4	6	0.1	5	-19	18
CCCOc1ccc(C2=CSC3=NCCN23)cc1Cl	-8	6	-1	-10	-3	2	-1.5	7	-6	38
CCNC(=O)c1cccc(S(=O)(=O)N2CCCCCC2)c1	-21	2	-10	5	-2	-8	-0.5	-4	-5	-5
COc1ccc(C(=O)N2CCc3[nH]nc(-c4ccccc4)c3C2)cc1	8	1	0	3	9	25	-0.4	2	22	0
c1ccc(-c2oc3ncnc(N4CCOCC4)c3c2-c2ccccc2)cc1	-15	0	-2	-5	1	2	-0.3	11	40	10
c1ccc(CCc2nn3c(Cn4cnc5ccccc54)nnc3s2)cc1	19	-3	-3	6	-1	20	0.3	-2	-10	-1
Cc1c(NC(=O)COC(=O)c2cc(-c3cccc4ccccc34)nc3ccccc23)c(=O)n(-c2ccccc2)n1C	-13	0	10	24	4	17	0.6	5	0	29
COc1cc(NC(=O)COc2ccc(-n3ccnc3)cc2)cc(OC)c1	2	1	-19	-3	-3	7	-0.3	24	1	-5
O=C(O)c1ccc(N/N=C/c2cc3ccccc3nc2Cl)cc1	-76	28*	19	-7	22*	-6	1.5	2	-143	-20

High-throughput results (PubChem)
